Screening data: PubChem BioAssay, several laboratories
RSV CPE inhibition = RSV antiviral activity via CPE protection, HEp-2 cells, primary 10 µM value included (AID 2391); hit rate 0.13% among 310,000; CPE inhibition, % at 10 µM; hits with a dose series show IC50 in µM; HEp-2 cells, RSV-induced CPE inhibition; higher % means a stronger effect; in the data active means a potency from the dose series; inconclusive means CPE inhibition mostly from about 23% at the one dose, without a potency; inactive means the rest, 99 in 100 with CPE inhibition below about 21%; further: strong numbers were not always called active
SV40 large T antigen = SV40 large T antigen inhibitors, biochemical (AID 1903); SV40 large T antigen ATPase/helicase inhibition assay; higher % means a stronger effect; inhibition, % at 20 µM; hits with a dose series show IC50 in µM; hit rate 0.39% among 310,000; in the data active means a potency from the dose series; inconclusive means inhibition mostly from about 32% at the one dose, without a potency; inactive means the rest, 99 in 100 with inhibition below about 32%; further: strong numbers were not always called active
TNAP activators = human TNAP enzyme activators, primary screen, biochemical, luminescent, no phosphate acceptor, uHTS (AID 1001). purified TNAP, luminescent activation assay, no phosphate acceptor; higher activation fold means a stronger effect. activation fold at 20 µM, or EC50 in µM where a hit was titrated. hit rate 0.03% among 200,000. Alkaline phosphatase, tissue-nonspecific isozyme (Homo sapiens); in the data active means activation fold from about 3, or a potency from the dose series; inactive means the rest, 99 in 100 with activation fold below about 1.6; further: many of its hits are not listed in these tables
human PMI inhibition = inhibitors of human PMI, primary screen, biochemical, fluorescence intensity, coupled assay (AID 1209); Mannose-6-phosphate isomerase (Homo sapiens); purified PMI enzyme, coupled fluorescence intensity; higher % means a stronger effect; one-dose inhibition, % at 20 µM; IC50 in µM for titrated hits; hit rate 0.42% among 190,000;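 further: plate controls were DMSO vehicle for no effect and wells lacking substrate for full effect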
Insulin prom up = insulin promoter activators in MIN6 cells, imaging, high-content screening, mouse beta cells; hit rate 0.3% among 190,000; z-score at 5 µM; MIN6 insulin promoter-GFP reporter; stronger effect = higher value;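 active means z-score above 3 at 5 µM with at least 500 cells counted in the well; inconclusive means wells under 500 cells, flagged as cytotoxic or low count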
West Nile antiviral = West Nile virus antiviral activity, cell-based, CPE readout (AID 1621); hit rate 0.02% among 290,000; West Nile virus-infected cells, CPE inhibition; higher % means a stronger effect; CPE inhibition, % at 10 µM, or IC50 in µM where a hit was titrated; in the data active means a potency from the dose series; inconclusive means CPE inhibition mostly from about 3.7% at the one dose, without a potency; inactive means the rest, 99 in 100 with CPE inhibition below about 2.2%; further: strong numbers were not always called active
PMI inhibition = human PMI inhibitors, high substrate, primary screen, biochemical, fluorescence intensity, high mannose 6-phosphate (AID 1220). recombinant PMI enzyme, coupled fluorescence intensity; higher % means a stronger effect. one-dose inhibition, % at 20 µM; IC50 in µM for titrated hits. hit rate 0.66% among 190,000
CSM14.1 death rescue = rescue of cells from ER stress-induced death, primary screen, 384-well, CSM14.1, thapsigargin, ATP luminescence (AID 1222); 190,000 tested, under 10 active; CSM14.1 thapsigargin-induced death rescue, ATP luminescence; higher % means a stronger effect; one-dose cellular ATP content (survival), % at 20 µM; EC50 in µM for titrated hits;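 active means EC50 below 50 µM in the dose-response confirmation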;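 further: death triggered by thapsigargin at about 15 µM added after 2 h compound pretreatment; cell ATP read after overnight thapsigargin exposure of roughly 18 to 22 hours; normalized against plate controls of thapsigargin alone and 5% DMSO vehicle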
PhoP inhibition = inhibitors of PhoP regulon expression, primary screen, Salmonella Typhimurium, GFP reporter (AID 1863). inhibition, % at 50 µM; hits with a dose series show IC50 in µM. S. Typhimurium PhoP-regulated promoter GFP reporter, 4 h; higher % means a stronger effect. hit rate 0.16% among 300,000;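 active means inhibition over 29.93%, a cutoff 3 SD above the screen mean, later confirmed by dose response; inconclusive means inhibition over 29.93% but no dose response follow-up; inactive means inhibition at most 29.93% or unconfirmed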;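 further: 0% = low Mg2+ inducing control and 100% = high Mg2+ repressing control; strong numbers were not always called active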
Insulin prom up cell count = second read-out of Insulin prom up, no call of its own (marks repeat the call); cell count; measured here: cytotoxicity, nuclei count;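 total cells summed across four imaged fields per well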
* = called active by the depositor; ? = inconclusive; · = not tested or not shown. Unless noted, no stated cut-off is given here; in the data, active means inhibition above about 50%; inactive means the rest.

SMILES | RSV CPE inhibition | SV40 large T antigen | TNAP activators | human PMI inhibition | Insulin prom up | Insulin prom up cell count | West Nile antiviral | PMI inhibition | CSM14.1 death rescue | PhoP inhibition
COc1ccc(OC)c(C2C(C(=O)N(C)C)=C(C)Nc3nc4ccccc4n32)c1 (stereo not given) | 2.6% | 7% | 1 | 3% | -0.02 | 1227 | 0.0% | 1% | -3.3% | 13%
Cc1ccnc(SCC(=O)c2cc3ccccc3o2)n1 | -0.4% | -2% | 1.2 | -17% | -0.15 | 1329 | -0.1% | -4% | -1.5% | -6%
COc1ccc(/C=C2\SC(=S)N(NC(=O)c3ccncc3)C2=O)cc1OC | 1.8% | 8% | 1 | -2% | 0.12 | 1392 | 0.5% | 10% | -1.1% | -5%
Cc1cccnc1NC(=O)c1ccc([N+](=O)[O-])o1 | 0.4% | 6% | 1.1 | 9% | -0.63 | 1317 | -0.1% | 2% | 5.1% | -4%
CCSc1nnc(-c2ccccc2SC)o1 | 0.3% | 3% | 1 | -76% | 1.5 | 1006 | · | -111% | · | 5%
O=C(COC(=O)C(O)C(O)C(=O)OCC(=O)c1ccc(C(F)(F)F)cc1)c1ccc(C(F)(F)F)cc1 (stereo not given) | 3.3% | 11% | · | · | 0.46 | 1018 | -0.3% | · | · | -13%
O=C(c1ccc(COc2ccc3ccccc3c2)o1)N1N=C(C(F)F)CC1(O)C(F)F (stereo not given) | 0.9% | 13% | 1.1 | 26% | · | · | -0.3% | 24% | -2.9% | -3%
CCC(=O)Nc1nc2nc(-c3ccccc3)cc(-c3ccccc3)n2n1 | 1.4% | 1% | 0.9 | 18% | 0.56 | 1259 | · | 0% | -1.4% | -6%
O=C(NC(Cc1ccccc1)C(=O)NCc1ccccn1)c1ccco1 (stereo not given) | -1.8% | -2% | 1.2 | 4% | · | · | -0.2% | -1% | · | 1%
CC(=O)Nc1ccc(C(=O)Nc2nc(-c3cccnc3)cs2)cc1 | 1.4% | 4% | 1.1 | 36% | 0.09 | 1164 | 0.5% | 2% | 0.1% | -10%
CCN(CC(=O)NCCc1ccccc1)S(=O)(=O)c1ccc(Br)cc1 | -0.1% | 4% | 1.1 | 2% | -0.1 | 1820 | -0.2% | 8% | -2.5% | 14%
S=C(NCCc1ccccc1)Nc1ccc(Br)cc1 | 5.8% | 1% | 1.1 | 21% | · | · | -1.1% | 16% | 11% | -10%
Cc1csc(NC(=O)CCNC(=O)c2ccc([N+](=O)[O-])cc2)n1 | 0.3% | 10% | 1.1 | 6% | -0.2 | 1537 | -0.4% | 2% | 0.6% | -3%
CCOC(=O)Nc1cc(C(=O)OCC)c(C)nc1C | 1.3% | 10% | 1.1 | -6% | 0.87 | 1183 | -0.1% | -11% | 1.3% | -6%
Cc1nc(N2CCOCC2)[nH]c(=O)c1CCC(C)C | -0.2% | 19% | 1.1 | 0% | -0.11 | 853 | -0.1% | -3% | -3.3% | 2%
COC(=O)c1cn(CC(=O)NCc2ccco2)c2ccccc12 | 0.4% | -9% | 1.1 | 4% | -0.44 | 1162 | -0.3% | 2% | · | 2%
CCC(=O)Nc1nc2ccccc2n1CCN(CC)CC | -0.9% | 12% | 1.1 | 7% | 0.09 | 1904 | 0.2% | 6% | -0.3% | 10%
NS(=O)(=O)c1ccc(NC(=S)N2CCC(O)CC2)cc1 | -0.3% | 14% | 1.1 | -6% | -0.43 | 1268 | 0.6% | 0% | 1.8% | -2%
Oc1ccc(Cl)cc1-c1cc(-c2ccccc2)n[nH]1 | 9.7% | 14% | 1.9 | 15% | -0.91 | 1624 | -0.3% | 16% | -1.2% | -2%
CC(=O)Oc1ccc2c(=O)oc(-c3ccc([N+](=O)[O-])cc3)nc2c1 | 2.4% | 4% | · | · | · | · | -0.4% | · | · | 10%
CC1(C)C2CCC1(C)C(OC(=O)CNc1ccccc1)C2 (stereo not given) | -0.3% | 5% | · | · | 0.51 | 1118 | 0.1% | · | · | -12%
CC(NC(=O)c1ccco1)c1nc(-c2ccc(Cl)cc2)no1 (stereo not given) | 6.3% | -3% | · | · | · | · | -1.3% | · | · | 10%
CCOc1ccc(S(=O)(=O)c2c[nH]c3ccc(C)cc3c2=O)cc1 | 2.6% | 4% | · | · | · | · | 1.2% | · | · | 9%
O=C(O)CCCC(=O)Nc1ccc(Oc2ncnc3cc(Cl)ccc23)nc1 | 1.7% | 3% | · | · | · | · | 0.3% | · | · | -5%
Fc1ccccc1N=C1NN=C(c2ccccc2)CS1 | 14% | 4% | 1.1 | 36% | -0.15 | 1311 | 0.6% | -24% | 0.0% | -4%

Limited to Insulin prom up cell count, PhoP inhibition and TNAP activators, for 5 of the compounds above:
SMILES | Insulin prom up cell count | PhoP inhibition | TNAP activators
CCN(CC(=O)NCCc1ccccc1)S(=O)(=O)c1ccc(Br)cc1 | 1820 | 14% | 1.1
S=C(NCCc1ccccc1)Nc1ccc(Br)cc1 | · | -10% | 1.1
Cc1csc(NC(=O)CCNC(=O)c2ccc([N+](=O)[O-])cc2)n1 | 1537 | -3% | 1.1
CCOC(=O)Nc1cc(C(=O)OCC)c(C)nc1C | 1183 | -6% | 1.1
Cc1nc(N2CCOCC2)[nH]c(=O)c1CCC(C)C | 853 | 2% | 1.1

More structures.
SMILES | RSV CPE inhibition | SV40 large T antigen | TNAP activators | human PMI inhibition | Insulin prom up | Insulin prom up cell count | West Nile antiviral | PMI inhibition | CSM14.1 death rescue | PhoP inhibition
CCOC(=O)C1CSC2(CCC(c3ccccc3)CC2)N1 (stereo not given) | 3.3% | 7% | 1.2 | -4% | -0.31 | 1330 | 0.1% | -7% | · | 9%
CCOC(=O)c1cnn(-c2cc(C)nc3c(-c4ccc(Cl)cc4)c(C)nn23)c1N | · | -1% | 1.1 | 0% | 0.16 | 1604 | 0.6% | -10% | -1.0% | 2%
Cc1ccccc1NS(=O)(=O)c1nnc(NC(=O)CC(C)C)s1 | -1.8% | 10% | · | · | · | · | 0.2% | · | · | 13%
COc1ccc(CN(CCC(c2ccccc2)C2CCOC(C)(C)C2)C(C)=O)cc1 (stereo not given) | 2.8% | -37% | 1 | 5% | -0.25 | 1346 | -1.0% | 11% | -3.6% | 13%
O=C(NCCCn1cccn1)c1cc(COc2ccc(F)cc2Cl)on1 | 1.2% | 3% | 1.1 | 6% | 0.52 | 1240 | 1.2% | 4% | -0.8% | 6%
Cc1cccc(C)c1OCC(=O)N/N=C/c1ccc2c(c1)OCO2 | -0.1% | 7% | 1 | -3% | 0.1 | 1583 | 0.4% | -6% | -0.7% | 10%
COC(=O)c1c(-c2ccncc2)csc1NC(=O)c1ccoc1C | -2.8% | -1% | 1.1 | 8% | 0.18 | 1875 | -0.1% | 12% | -1.6% | 4%
Cc1[nH]n2cnnc2c(=O)c1Br | 0.1% | 19% | · | · | 0.01 | 913 | 1.4% | · | · | -4%
Cc1cccc(C(=O)Nc2ccc(C(=O)N/N=C/c3ccc(C)o3)cc2)c1 | 0.4% | 5% | · | · | · | · | 0.2% | · | · | 9%
O=C(NCc1cccs1)C1CCCN1C(=O)Nc1ccc(F)cc1 (stereo not given) | 2.9% | 13% | · | · | 0.44 | 1024 | -0.1% | · | · | -1%
OCCC1CN(Cc2cc(F)ccc2F)CCN1CCCc1ccccc1 (stereo not given) | -0.8% | -5% | · | · | · | · | -0.8% | · | · | -5%
NC(=O)CC(NC(=O)c1ccccc1)c1ccc(N2CCc3ccccc3C2)c([N+](=O)[O-])c1 (stereo not given) | 3.3% | 13% | · | · | · | · | -0.5% | · | · | 1%
CC(C)c1nc2sc3c(SCC(N)=O)ncnc3c2c2c1CCC2 | 0.9% | 6% | · | · | -0.17 | 1047 | -0.5% | · | · | -4%
CCCS(=O)(=O)N1CCN(Cc2ccc([N+](=O)[O-])cc2)CC1 | 4.6% | 4% | 1 | 7% | -0.25 | 1304 | -1.1% | 1% | -2.0% | -4%
CCn1c(CNC(=O)c2ccccc2F)nnc1SCC(=O)Nc1nncs1 | 1.1% | 25% | · | · | · | · | -0.2% | · | · | -3%
CN(C)C(=O)c1cc2cc(Br)ccc2s1 | 2.9% | 5% | 1.1 | -7% | -0.24 | 1122 | -0.1% | -9% | · | -7%
COc1ccc(NC(=O)/C=C/c2cccc(Br)c2)cn1 | 13% | 22% | · | · | · | · | -0.6% | · | · | 2%
CC1CCC(C(C)C)C(OC(=O)C[n+]2cc(-c3ccc(Cl)cc3)n3c2CCC3)C1 (stereo not given) | -0.3% | 3% | · | · | 0.22 | 834 | 0.1% | · | · | -2%
CCCCOP(=O)(c1ccc(N(C)C)cc1)C(O)c1cc(OC)c(OC)c(OC)c1 (stereo not given) | 2.1% | 7% | · | · | · | · | -0.2% | · | · | 0%
O=C(O)c1ccn2c(C(=O)c3ccccc3)c(-c3ccccc3)cc2c1 | ? | 19% | · | · | 0.1 | 1438 | -0.1% | · | · | -14%
Cc1nn(CC(=O)Nc2sc3c(c2C#N)CCC(C(C)(C)C)C3)c(C)c1[N+](=O)[O-] (stereo not given) | 10% | -2% | 1.1 | 22% | 0.41 | 1340 | -1.1% | 21% | -1.6% | -14%
COc1ccc(N2C(=O)CC(Nc3ccc(C)cc3)C2=O)cc1 (stereo not given) | 1.1% | 19% | 0.9 | -11% | · | · | 1.5% | -8% | -1.2% | -5%
CCOc1ccc(Nc2oc(-c3ccc(Cl)cc3)nc2C#N)cc1 | 2.9% | 0% | 1 | 10% | -0.53 | 1620 | -1.1% | 12% | 2.2% | -6%
CCCCN1C(=O)C2(OCCCO2)c2cccc(C)c21 | 1.2% | 20% | · | · | · | · | -0.1% | · | · | 10%
NC(=O)c1ccc(-n2nc(C(F)(F)F)c3c2CCCC3)cc1 | 6.4% | 5% | 1.1 | 24% | 0.24 | 1519 | -0.2% | 11% | 0.5% | -10%
Cc1cccc(NC(=O)c2ccc(NCCc3ccccc3)c([N+](=O)[O-])c2)c1 | 1.4% | -1% | 1 | 5% | -0.12 | 1429 | -0.5% | -7% | -1.4% | -7%
O=C(Oc1ccc(/C=N/NC(=O)c2ccccc2O)cc1)c1ccccc1 | 3.3% | 16% | 1.1 | -16% | 1.3 | 914 | 0.4% | -13% | -1.8% | -2%

A different layout for part of the listing above.
Each structure is followed by: RSV CPE inhibition	SV40 large T antigen	TNAP activators	human PMI inhibition	Insulin prom up	Insulin prom up cell count	West Nile antiviral	PMI inhibition	CSM14.1 death rescue	PhoP inhibition
CCCCOP(=O)(c1ccc(N(C)C)cc1)C(O)c1cc(OC)c(OC)c(OC)c1 (stereo not given)
    2.1%	7%	·	·	·	·	-0.2%	·	·	0%
NC(=O)c1ccc(-n2nc(C(F)(F)F)c3c2CCCC3)cc1
    6.4%	5%	1.1	24%	0.24	1519	-0.2%	11%	0.5%	-10%
COC(=O)c1c(-c2ccncc2)csc1NC(=O)c1ccoc1C
    -2.8%	-1%	1.1	8%	0.18	1875	-0.1%	12%	-1.6%	4%
